FUS yeast rescue = FUS proteinopathy suppression in yeast | S. cerevisiae FUS-expressing, growth rescue, OD600, 24 h | Potency, µM (doses to about 76.6 µM), for the others: top-dose growth rescue (activation), usual class: activators | 390,000 compounds, 0.24% hits | AID 1347120;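 further: plate controls were DMSO vehicle for no effect and reference control for full effect; nearly all actives have a fitted effect of over 55% in size; some results filed as inactive show a strong effect at the top dose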
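Absorbance at 600 nm, taken 24hr after compound addition, measured rescue of FUS-yeast growth at 30C. Induction used 2% galactose with seeding at OD 0.005. Controls: CP55940 from 92uM final, DMSO only.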
TDP-43 yeast inh = rescues yeast growth from TDP-43 toxicity; Potency, µM (top dose mostly 46.1 µM), inactives show top-dose growth rescue (activation), hits mostly activators; AID 652104; 410,000 compounds, 1.8% hits; TDP-43 expressing yeast growth rescue, BacTiter-Glo, 24 h; further: % of control where 0% means no effect; nearly all actives have a fitted effect of over 50% in size
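Cell-based yeast growth screen: TDP-43 expression induced in galactose, inoculum OD600=0.02 after raffinose pregrowth to mid-log. Read-out BacTiter-Glo luminescence at 24 hr, 30 deg C; inhibition of toxicity seen as signal increase.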
EPAC1 ag = activates human EPAC1 exchange factor | O95398 | EPAC1 agonist qHTS, biochemical assay; response scale: 100% = response to 6.5 mM cAMP | Potency, µM (series often up to 154 µM), without a hit: at the top dose activation, hits mostly activators | 360,000 compounds, 0.073% hits; further: nearly all actives have a fitted effect of over 60% in size
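Compounds were pinned as a concentration titration into mixtures of EPAC1 (100 nM), BODIPY-GDP-loaded Rap1B (250 nM) and GDP (50 uM). After 5 min at room temperature, fluorescence was followed for 30 min; activity was scaled to 6.5 mM cAMP.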
EPAC1 antagonist = antagonists of human EPAC1; O95398; EPAC1 GEF assay, Rap1b-BODIPY-GDP exchange fluorescence; Potency, µM (top dose mostly 115 µM), for the others: at the top dose activity change, negative = inhibition, hits mostly inhibitors; 360,000 compounds, 0.14% hits; AID 720709;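 further: plate controls were vehicle for no effect and positive control for full effect; nearly all actives have a fitted effect of over 50% in size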
EPAC2 agonist = EPAC2 (human) agonism; EPAC2 activation, biochemical qHTS; response scale: 100% = 6.5 mM cAMP response; 360,000 compounds, 0.079% hits; AID 720711; Potency, µM (titrated, usually from 154 µM), inactives show at the highest dose activation, hits mostly activators; Q8WZA2; further: nearly all actives have a fitted effect of over 50% in size
Target sequence (Q8WZA2 whole entry, looked up): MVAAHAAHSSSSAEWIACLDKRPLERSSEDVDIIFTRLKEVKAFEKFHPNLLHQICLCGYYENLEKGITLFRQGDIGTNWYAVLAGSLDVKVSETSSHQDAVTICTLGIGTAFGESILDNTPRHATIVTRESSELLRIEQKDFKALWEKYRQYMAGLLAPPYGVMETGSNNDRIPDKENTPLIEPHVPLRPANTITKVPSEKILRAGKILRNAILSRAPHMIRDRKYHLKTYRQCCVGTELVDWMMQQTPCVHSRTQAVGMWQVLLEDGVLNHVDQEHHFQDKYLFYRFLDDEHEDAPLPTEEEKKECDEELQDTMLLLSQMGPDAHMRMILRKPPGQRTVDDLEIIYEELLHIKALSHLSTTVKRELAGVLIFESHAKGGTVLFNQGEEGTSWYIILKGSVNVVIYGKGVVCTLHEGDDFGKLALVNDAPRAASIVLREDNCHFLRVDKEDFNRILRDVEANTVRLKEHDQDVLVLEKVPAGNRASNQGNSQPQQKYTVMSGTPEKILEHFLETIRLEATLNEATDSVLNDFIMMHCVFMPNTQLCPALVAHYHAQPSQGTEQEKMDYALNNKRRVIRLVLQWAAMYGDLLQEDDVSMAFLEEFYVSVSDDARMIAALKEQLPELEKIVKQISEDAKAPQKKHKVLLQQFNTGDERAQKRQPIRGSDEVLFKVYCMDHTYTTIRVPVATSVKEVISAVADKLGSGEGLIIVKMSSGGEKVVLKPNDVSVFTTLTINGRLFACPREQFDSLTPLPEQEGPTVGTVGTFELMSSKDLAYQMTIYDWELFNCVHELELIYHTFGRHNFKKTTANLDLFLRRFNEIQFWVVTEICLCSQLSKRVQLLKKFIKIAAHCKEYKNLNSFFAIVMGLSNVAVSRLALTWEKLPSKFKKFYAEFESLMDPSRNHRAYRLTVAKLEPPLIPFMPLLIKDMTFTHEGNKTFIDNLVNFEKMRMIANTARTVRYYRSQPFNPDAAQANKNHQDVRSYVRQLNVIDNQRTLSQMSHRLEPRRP
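Exchange assay: 100 nM EPAC2 with 250 nM Rap1B-BODIPY-GDP and 50 uM GDP. Fluorescence (ex 480/em 540 nm) read every 5 min for 30 min at room temperature. Data normalized to 6.5 mM cAMP as agonist control.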
PTHR1 agonist = agonists of human PTHR1 parathyroid hormone receptor. Potency, µM (highest dose often 115 µM), for inactives: at the top dose activation, actives largely listed as activators. 410,000 compounds, 0.075% hits. HEK293 GP2 PTHR1 cells, GloSensor cAMP luminescence, 1 h. AID 743266. Q03431; further: nearly all actives have a fitted effect of over 55% in size; some results filed as inactive show a strong effect at the top dose; inactives centre near -15; many of its hits are not listed in these tables
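HEK-293-derived GP2 cells expressing PTHR1 and a GloSensor cAMP reporter, 3,000/well, plated overnight, given luciferin plus IBMX (each 0.5 mM as added) for 1 h at 37 °C, then compound for 1 h at 37 °C. Luminescence was read after 15 min at room temperature.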
aSyn yeast inh = alpha-synuclein toxicity inhibition in yeast | Yeast expressing alpha-synuclein, growth rescue, BacTiter-Glo, 24 h | Potency, µM (doses to about 46.1 µM), without a hit: at the highest dose growth rescue (activation), hits mostly activators | 370,000 compounds, 0.14% hits | AID 652106; further: % of control where 0% means no effect; nearly all actives have a fitted effect of over 65% in size
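Screening used galactose-induced yeast with toxic alpha-synuclein levels, exposed to compound for 24 hr at 30 deg C. Cell growth, read with BacTiter-Glo luminescence, gave the measured signal.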
EPAC2 antagonist = antagonists of human EPAC2 | Q8WZA2 | EPAC2 GEF exchange of Rap1B-BODIPY-GDP, fluorescence | Potency, µM (titrated, usually from 114 µM), for inactives: at the top dose activity, negative = inhibition, hits mostly inhibitors | 360,000 compounds, 0.18% hits; further: on the % scale 0 is the no-effect control and ±100 the full control effect; nearly all actives have a fitted effect of over 45% in size; many of its hits are not listed in these tables
Active calls of the source: *; i = inactive; ? = inconclusive; · = no result given; & = joins results of further samples; [ ] = another dose, or the depositor's remark. The call rests on the fitted dose curve; in most records, active means well fitted curve in the direction sought with a large enough effect; inconclusive means small, poorly fitted or top-dose-only effect, or another doubt; inactive means no such curve, though single readings can be large; an effect the other way counts as inactive or inconclusive. Potency means the concentration at half of the fitted maximal effect. Only part of the results is shown; the hit share may differ from the screen's.

SMILES	FUS yeast rescue	TDP-43 yeast inh	EPAC1 ag	EPAC1 antagonist	EPAC2 agonist	PTHR1 agonist	aSyn yeast inh	EPAC2 antagonist
CCN(CC)C(=O)CCc1nnc(Cc2cccc(C(F)(F)F)c2)o1	20%	-6%	7%	23%	29%	-81%[inhibitor]	4%	-4%
O=C(O)c1ccccc1C(=O)N1CCc2c([nH]c3ccccc23)C1C(F)(F)F (centres undefined)	27%	-5%	6%	0%	2%	-15%	0%	-9%
CCc1ccccc1NC(=O)Nc1ccsc1C(=O)OC	-2%	?	-2%	-14%	5%	i	0%	-12%
COCCN(CC(=O)Nc1ccccc1C(F)(F)F)C(=O)/C=C/c1ccc2ccccc2n1	21%	9%	9%	-18%	3%	0%	7%	-4%
COc1ccc(S(=O)(=O)N(C)C[C@H]2Oc3c(NC(=O)C4CC4)cccc3C(=O)N([C@H](C)CO)C[C@@H]2C)cc1	11%	-27%	-5%	-7%	0%	-17%	-6%	4%
O=S1(=O)[C@H]2C[C@@H]3C=C[C@@]2(CN1Cc1ccc(Cl)cc1)O3	-10%	10%	0%	15%	0%	-1%	0%	-6%
CC(O)[C@@]1(O)CC[C@H]2[C@@H]3CC[C@H]4C[C@@H](O)CC[C@]4(C)C3=CC[C@@]21C (some centres undefined)	26%	?	-1%	?	-1%	-8%	17%	-6%
COC(=O)C1(CC2CC(c3ccncc3)=NO2)CCN(C(=O)OC(C)(C)C)CC1 (centres undefined)	-3%	9%	-1%	10%	-1%	-28%	-1%	9%
Cc1cc(NC(=O)CSc2nnc(COc3ccccc3)o2)no1	15%	11%	-5%	2%	-5%	30%[57.5 µM]	-3%	6%
C(=N\Nc1nc2ccccc2[nH]1)/c1cccc2cccnc12	12%	26%	-14%	-15%	-6%	-26%	-5%	-4%
CC(CC(=O)N(C)c1c(N)n(Cc2ccccc2)c(=O)[nH]c1=O)c1ccccc1 (centres undefined)	24%	3%	-4%	6%	8%	i	-1%	-12%
Cn1c(C2CCCN2C(=O)OC(C)(C)C)n[nH]c1=S (centres undefined)	45%	-29%	-7%	-11%	8%	i	0%	-6%
CCCCn1c(-c2cccs2)nc2oc3ccccc3c(=O)c2c1=O	-22%	-23%	-5%	-7%	-5%	-21%	-5%	2%
O=C(COC(=O)/C=C/c1ccccc1)Nc1cccnc1Cl	-8%	-18%	-1%	-9%	6%	-7%	-9%	-3%
CC(=O)c1ccccc1C(=O)N1CCC(CCC(=O)NCc2ccc(F)cc2)CC1	-42%	-4%	-2%	5%	5%	-22%	12%	0%
COc1cc(/C=C/C(=O)c2c(O)ccc3c(C)cc(=O)oc23)ccc1O	13%	?	-2%	0%	-3%	-36%[inhibitor]	5µM*	5%
CC(C)(C)OC(=O)NCCCCCO	-32%	14%	-6%	-12%	5%	-15%	-6%	3%
C=CCN1C(=O)C2(OCCCO2)c2cccc(Cl)c21	-20%	12%	4%	-6%	6%	i	-3%	-14%
CCc1cc(Cn2nc(-c3ccccc3C)cc2C(=O)O)on1	-13%	13%	1%	-6%	0%	-7%	1%	9%
COc1ccccc1NC(=O)c1ccc(N)cc1	20%	-11%	2%	2%	6%	i	-8%	11%
Cc1cc(C)cc(-c2nnc(SCc3ccc(C(=O)O)cc3)o2)c1	22%	0%[0.397 µM]	-6%	-12%	7%	-31%[inhibitor]	18%	?
O=C(CCN1C(=O)/C(=C\C=C\c2ccccc2)SC1=S)Nc1ccc(C(=O)O)cc1	51%	17%	-4%	-9%	3%	-26%	-1%	16%
Cc1cc2oc(=O)cc(CN3CCCCC3)c2cc1Cl	-8%	16%	3%	-8%	9%	-14%	-4%	-21%
O=C1CS/C(=N\N=C\c2ccccc2Cl)N1CC1CC1	3%	-5%	-2%	-23%	9%	-14%	-9%	2%
COc1cc(OC)c(C2C(C(=O)Nc3ccc(C)cc3C)=C(C)Nc3ncnn32)cc1OC (centres undefined)	-7%	0%	0%	-12%	-6%	-18%	5%	-13%
Further results:
SMILES	FUS yeast rescue	TDP-43 yeast inh	EPAC1 ag	EPAC1 antagonist	EPAC2 agonist	PTHR1 agonist	aSyn yeast inh	EPAC2 antagonist
COc1cccc(-c2nn(-c3ccccc3)cc2C(=O)O)c1	2%	11%	-6%	2%	-1%	?	0%	3%
Cc1ccccc1C(=O)NC1CC2CCC(C1)N2Cc1ccccc1 (centres undefined)	6%	-16%	5%	-21%	13%	i	-3%	4%
COc1ccc(C2=NN(CCC(=O)NCC3CCCO3)C(=O)CC2)cc1 (centres undefined)	2%	-9%	-5%	8%	-7%	-22%	4%	4%
CC1=C(C(=O)N2CCOCC2)CC(CC(=O)NCC2CCCCC2)C(=O)N1Cc1ccc(F)cc1 (centres undefined)	-14%	12%	-6%	-16%	-4%	-20%	-1%	-5%
O=C1CCCCCN1Sc1ccccc1	-3%	16µM*	-6%	-6%	2%	i	-19%	-1%
Cc1ccc(S(=O)(=O)NC(=O)c2ccc(Br)o2)c(C)c1	-32%	?	-10%	8%	-4%	i	1%	5%
CSCCC(Nc1nc2ccccc2s1)C(=O)O (centres undefined)	0%	14%	0%	-10%	6%	i	3%	1%
O=C(CNC(=O)c1ccco1)Nc1ccc(F)c(Cl)c1	-7%	4%	8%	-1%	-2%	-8%	-8%	-19%
COc1cc(OC)c(C(=O)NCc2ccco2)cc1OC	-12%	8%	0%	11%	0%	i	8%	-4%
CCC(=O)N1c2ccccc2NC2=C(C(=O)CCC2)C1c1ccco1 (centres undefined)	6%	0%	0%	5%	7%	i	0%	10%
c1ccc2c(c1)CCCn1nnnc1-2	25%	0%	-9%	4%	1%	?	-8%	18%[57.1 µM]
O=C(Nc1ccccc1)C1Cc2ccccc2CN1C(=O)c1ccco1 (centres undefined)	45%	23%	6%	0%	0%	i	-4%	5%
CC(=O)c1c(C)n(-c2ccc(C)cc2)c2ccc(OC(=O)COc3ccccc3)cc12	8%	5%	·	·	·	-13%	?	·
CCNC(=S)Nc1nc2c(cc1C(=O)OCC)CCCC2	14%	3%	-3%	-20%	2%	-28%	7%	-13%
O=C(Cc1cccc2ccccc12)N/N=C/c1ccc(F)cc1	-24%	-1%	-8%	6%	2%	-7%[57.5 µM]	1%	4%
CCS(=O)(=O)NCCc1csc(C)n1	28%	-3%	5%	-2%	0%	i	-3%	-5%
CC(C)(C)NC(=O)Nc1ccc(F)c(Cl)c1	1%	1%	-11%	13%	4%	-16%	-1%	-7%
Cc1ccc(NC(=O)c2ccc(NS(=O)(=O)c3c(C)noc3C)cc2)cc1C	39%	0%	-2%	-20%	11%	-6%	4%	-8%
O=C(c1cc(COc2ccc(F)cc2Cl)on1)N1CCN(c2cnccn2)CC1	·	32µM*	-12%	-10%	1%	i	1%	0%
Cc1ccc2nc(SCC(=O)NC3CCS(=O)(=O)C3)[nH]c2c1 (centres undefined)	-24%	11%	11%	-6%	3%	i	1%	-15%
C=CCn1c(-c2ccc(F)cc2)n[nH]c1=S	-15%	1%	1%	1%	5%	i	-2%	6%
Clc1ccc(-c2ncc3ccccn23)cc1	7%	-14%[9.22 µM]	2%	-12%	10%	0%	-2%	-10%
CCCn1c(N)c(NCCN2CCOCC2)c(=O)[nH]c1=O	-14%	19%	10%	4%	-11%	-4%	0%	5%
O=C(c1ccccc1)N1CCN(C2C3CC4CC(C3)CC2C4)CC1 (centres undefined)	-1%	6%	9%	-4%	1%	i	-13%	4%
COc1ccc(C(=O)CNc2ccc(C)cc2C)cc1	-3%	18%	-2%	-9%	-6%	-15%	0%	-4%
New compounds follow.
SMILES	FUS yeast rescue	TDP-43 yeast inh	EPAC1 ag	EPAC1 antagonist	EPAC2 agonist	PTHR1 agonist	aSyn yeast inh	EPAC2 antagonist
Cc1ccc(CNC(=O)C23CN(Cc4ccccc4)CC2C(c2cccc([N+](=O)[O-])c2)=NO3)cc1 (centres undefined)	?	14%	-5%	14%	13%	i	0%	4%
Cc1ccc(C)c(NC(=O)CN(C)C(=O)C2CCN(C(=O)Nc3ccccc3)CC2)c1	4%	0%	-3%	8%	1%	i	0%	7%
O=C(O)[C@H](Cc1ccccc1)Nc1ccc([N+](=O)[O-])cn1	-1%	3%	0%	-9%	17%	i	0%	10%
COc1cc2c(cc1OC)C(=O)Cc1ccc3c(c1CN(C)CC2)OCO3	-15%	5%	-6%	3%	-3%	-17%	-1%	5%
COc1ccccc1N1CCN(CC(=O)N(CC(C)C)c2c(N)n(CC(C)C)c(=O)[nH]c2=O)CC1	7%	19%	-15%	-4%	-11%	i	0%	-4%
COc1cccc(NC(=O)C2CCCN(S(=O)(=O)c3cccc4nonc34)C2)c1 (centres undefined)	3%&-23%	-13%&10%	9%	-17%	1%	-16%&-29%	-3%	-6%
COc1ccc(-n2c(SCC(=O)Nc3ccc(C(N)=O)cc3)nc3ccccc3c2=O)cc1OC	20%	-18%	11%	-14%	7%	-18%	6%	-10%
COc1cc(CNC(=O)c2cc(-c3cc(C)cc(F)c3)n[nH]2)cc(OC)c1	-30%	10%	-6%	-6%	11%	-16%	10%	16%
Cc1c(N=Cc2ccc(Br)s2)cccc1[N+](=O)[O-]	-4%	-7%	6%	-4%	4%	-7%[57.5 µM]	3%	-6%
O=C(COC(=O)c1cc2ccccc2cc1O)Nc1cccnc1Cl	·	-26%	-3%	-4%	9%	-2%	0%	19%
O=C(CN1CCCCC1)Nc1ccc(S(=O)(=O)N2CCOCC2)cc1	16%	-12%	8%	6%	8%	i	-1%	?
O=[N+]([O-])c1cccc(S(=O)(=O)c2ccc(NCCO)c([N+](=O)[O-])c2)c1	17%	?	8%	5%	10%	-1%	0%	11%

Part of the list above in order of length of the SMILES, lowest first.
SMILES	FUS yeast rescue	TDP-43 yeast inh	EPAC1 ag	EPAC1 antagonist	EPAC2 agonist	PTHR1 agonist	aSyn yeast inh	EPAC2 antagonist
CCS(=O)(=O)NCCc1csc(C)n1	28%	-3%	5%	-2%	0%	i	-3%	-5%
O=C(CNC(=O)c1ccco1)Nc1ccc(F)c(Cl)c1	-7%	4%	8%	-1%	-2%	-8%	-8%	-19%
COc1cc(OC)c(C2C(C(=O)Nc3ccc(C)cc3C)=C(C)Nc3ncnn32)cc1OC (centres undefined)	-7%	0%	0%	-12%	-6%	-18%	5%	-13%
CC1=C(C(=O)N2CCOCC2)CC(CC(=O)NCC2CCCCC2)C(=O)N1Cc1ccc(F)cc1 (centres undefined)	-14%	12%	-6%	-16%	-4%	-20%	-1%	-5%
COc1ccc(S(=O)(=O)N(C)C[C@H]2Oc3c(NC(=O)C4CC4)cccc3C(=O)N([C@H](C)CO)C[C@@H]2C)cc1	11%	-27%	-5%	-7%	0%	-17%	-6%	4%

From PubChem
